# Screening results from PubChem BioAssay.
# TcdB inh = TcdB glycohydrolase inhibitors, primary screen, biochemical, single point, plate reader. Toxin B (Clostridioides difficile), P18177. TcdB glycohydrolase enzymatic assay. inhibition, % at 9.99 µM. hit rate 0.24% among 350,000; in the data active means inhibition above about 10%
# Target sequence (P18177 whole entry, looked up): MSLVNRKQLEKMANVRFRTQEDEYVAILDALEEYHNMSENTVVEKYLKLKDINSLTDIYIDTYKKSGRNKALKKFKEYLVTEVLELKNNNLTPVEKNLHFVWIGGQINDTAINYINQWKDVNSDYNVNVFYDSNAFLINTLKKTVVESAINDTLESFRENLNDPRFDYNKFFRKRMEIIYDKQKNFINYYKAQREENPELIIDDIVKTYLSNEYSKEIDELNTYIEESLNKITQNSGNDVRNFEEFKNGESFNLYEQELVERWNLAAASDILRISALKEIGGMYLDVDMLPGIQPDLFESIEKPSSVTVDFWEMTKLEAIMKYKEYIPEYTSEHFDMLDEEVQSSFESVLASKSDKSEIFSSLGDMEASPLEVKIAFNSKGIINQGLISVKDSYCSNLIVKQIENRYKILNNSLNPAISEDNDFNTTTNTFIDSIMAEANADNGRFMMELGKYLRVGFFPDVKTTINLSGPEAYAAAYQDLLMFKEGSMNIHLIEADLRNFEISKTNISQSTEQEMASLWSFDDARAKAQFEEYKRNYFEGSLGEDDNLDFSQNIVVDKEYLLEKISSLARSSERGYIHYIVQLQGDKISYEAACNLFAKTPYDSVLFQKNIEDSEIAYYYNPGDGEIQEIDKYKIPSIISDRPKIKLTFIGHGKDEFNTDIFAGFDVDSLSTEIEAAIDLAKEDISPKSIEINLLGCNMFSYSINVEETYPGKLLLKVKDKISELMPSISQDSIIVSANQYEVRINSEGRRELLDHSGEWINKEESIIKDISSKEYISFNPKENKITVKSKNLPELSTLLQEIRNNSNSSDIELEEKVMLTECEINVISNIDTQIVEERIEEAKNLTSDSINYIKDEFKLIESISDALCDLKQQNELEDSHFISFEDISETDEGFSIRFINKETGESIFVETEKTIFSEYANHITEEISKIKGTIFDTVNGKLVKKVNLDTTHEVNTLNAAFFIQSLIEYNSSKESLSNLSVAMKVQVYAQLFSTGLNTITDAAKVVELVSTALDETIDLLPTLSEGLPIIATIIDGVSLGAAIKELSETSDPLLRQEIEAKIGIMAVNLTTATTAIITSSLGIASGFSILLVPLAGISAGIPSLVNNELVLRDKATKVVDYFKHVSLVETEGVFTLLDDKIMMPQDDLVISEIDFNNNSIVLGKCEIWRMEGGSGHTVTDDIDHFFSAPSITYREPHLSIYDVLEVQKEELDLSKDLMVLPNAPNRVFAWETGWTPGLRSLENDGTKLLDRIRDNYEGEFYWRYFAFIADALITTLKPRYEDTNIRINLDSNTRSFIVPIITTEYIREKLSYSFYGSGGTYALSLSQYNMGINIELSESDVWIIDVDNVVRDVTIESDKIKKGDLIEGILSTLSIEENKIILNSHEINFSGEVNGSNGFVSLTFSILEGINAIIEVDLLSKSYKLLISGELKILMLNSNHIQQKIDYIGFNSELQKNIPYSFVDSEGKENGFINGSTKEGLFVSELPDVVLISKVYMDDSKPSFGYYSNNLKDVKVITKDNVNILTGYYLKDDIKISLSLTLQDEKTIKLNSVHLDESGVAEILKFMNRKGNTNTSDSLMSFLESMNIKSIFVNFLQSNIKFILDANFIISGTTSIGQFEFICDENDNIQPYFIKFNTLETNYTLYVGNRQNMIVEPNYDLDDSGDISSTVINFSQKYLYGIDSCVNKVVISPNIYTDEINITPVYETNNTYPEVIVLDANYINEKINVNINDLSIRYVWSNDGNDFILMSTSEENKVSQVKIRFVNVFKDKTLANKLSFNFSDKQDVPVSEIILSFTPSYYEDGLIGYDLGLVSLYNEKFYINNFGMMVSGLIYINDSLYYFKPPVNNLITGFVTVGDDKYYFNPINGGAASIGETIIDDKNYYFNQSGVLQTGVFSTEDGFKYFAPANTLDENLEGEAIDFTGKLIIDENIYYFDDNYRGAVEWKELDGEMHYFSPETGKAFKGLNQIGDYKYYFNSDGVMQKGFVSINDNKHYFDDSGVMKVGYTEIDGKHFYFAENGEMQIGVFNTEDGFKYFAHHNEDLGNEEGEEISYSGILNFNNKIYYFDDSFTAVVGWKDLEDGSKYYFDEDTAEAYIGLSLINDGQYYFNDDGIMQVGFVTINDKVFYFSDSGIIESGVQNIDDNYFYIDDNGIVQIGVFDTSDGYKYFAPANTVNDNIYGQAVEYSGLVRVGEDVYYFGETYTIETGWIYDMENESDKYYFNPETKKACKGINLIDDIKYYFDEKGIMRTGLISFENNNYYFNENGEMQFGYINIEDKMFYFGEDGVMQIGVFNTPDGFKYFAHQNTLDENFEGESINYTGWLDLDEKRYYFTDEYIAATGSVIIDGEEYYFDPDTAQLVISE
# * marks the source's active call; other numbers are inactive results.
canonical_smiles | TcdB inh
COc1ccc(NC(=O)N(C)C[C@@H]2Oc3ccc(N(C)C)cc3CC(=O)N([C@@H](C)CO)C[C@H]2C)cc1 | -20
COc1ccc2c3c(n(C)c2c1)[C@@H](CO)N(C(=O)C1CC1)CC31CCN(Cc2cccc(F)c2)CC1 | 0.9
C[C@@H]1CCCCO[C@@H](CN(C)S(=O)(=O)c2cccs2)[C@H](C)CN([C@H](C)CO)C(=O)c2cc(NS(=O)(=O)c3ccccc3)ccc2O1 | -2.8
CCCNC(=O)N[C@H]1CC[C@H](CCn2cc(-c3cccc(F)c3)nn2)O[C@H]1CO | 0.6
C[C@@H]1CN([C@H](C)CO)C(=O)c2cc(NC(=O)Cc3ccccc3)ccc2O[C@@H](C)CCCCO[C@@H]1CN(C)Cc1ccc(C(=O)O)cc1 | 0.3
O=C(C[C@H]1C=C[C@@H](NS(=O)(=O)c2ccccc2)[C@@H](CO)O1)NCCN1CCCCC1 | 0.2
O=C(NCC[C@@H]1CC[C@H](NS(=O)(=O)c2cccc(F)c2)[C@H](CO)O1)Nc1cc(F)ccc1F | -7.3
O=C(C[C@H]1C[C@@H]2c3cc(NC(=O)C4CCC4)ccc3O[C@@H]2[C@@H](CO)O1)NCc1cc(F)ccc1F | -0.9
N#Cc1ccc(-c2ccc([C@H]3[C@H](CO)N4CCCCN(S(=O)(=O)c5ccccc5)C[C@@H]34)cc2)cc1 | 0.3
CCC(=O)N1[C@H](CO)[C@@H](c2ccccc2)[C@@H]1CN(CC)C(=O)c1ccc(F)cc1 | 0.6
Cc1ccccc1S(=O)(=O)N1C[C@@H](O)COC[C@@H]2O[C@@H](CC(=O)N3CCCCC3)CC[C@H]21 | 0.5
CN(C)c1ccc2c(c1)[C@H]1C[C@H](CC(=O)NCCc3ccccc3)O[C@H](CO)[C@H]1O2 | -43
C[C@H]1CN([C@@H](C)CO)C(=O)Cc2cc(NC(=O)Nc3ccc(F)cc3)ccc2O[C@H]1CN(C)Cc1ccncc1 | 0.3
Cc1ccc(S(=O)(=O)Nc2ccc3c(c2)C(=O)N([C@@H](C)CO)C[C@H](C)[C@@H](CN(C)C(=O)Nc2ccccc2)OCCCC[C@@H](C)O3)cc1 | 1.2
C[C@@H]1CN([C@@H](C)CO)C(=O)c2cc(-c3cncnc3)cnc2O[C@@H]1CN(C)C(=O)Nc1ccc2c(c1)OCO2 | 0.0
COc1ccc(NC(=O)Nc2ccc3c(c2)C(=O)N([C@@H](C)CO)C[C@H](C)[C@@H](CN(C)Cc2ccncc2)O3)cc1 | -0.2
C[C@H]1CN([C@@H](C)CO)S(=O)(=O)c2ccc(C#CC3CC3)cc2O[C@H]1CN(C)C(=O)C1CCC1 | -0.4
CO[C@H]1CN(C)C(=O)c2ccc(NS(C)(=O)=O)cc2OC[C@H](C)N(C(=O)CN(C)C)C[C@@H]1C | 0.5
C[C@@H]1CN([C@@H](C)CO)C(=O)c2cc(NC(=O)C3CCCCC3)ccc2O[C@@H]1CN(C)C(=O)Nc1ccc2c(c1)OCO2 | 0.1
Cc1ccc(S(=O)(=O)Nc2ccc3c(c2)CC(=O)N([C@H](C)CO)C[C@H](C)[C@@H](CN(C)S(=O)(=O)c2ccc(C)cc2)O3)cc1 | 0.5
O=C(Nc1ccc2c(c1)OCO2)N[C@H]1CC[C@@H](CCNC(=O)C2CCOCC2)O[C@H]1CO | 0.0
CO[C@@H]1CN(C)C(=O)c2ccc(NS(=O)(=O)c3cn(C)cn3)cc2OC[C@@H](C)N(CCC(F)(F)F)C[C@@H]1C | -1.2
O=C(C[C@H]1C[C@H]2c3cc(NC(=O)Cc4ccncc4)ccc3O[C@H]2[C@@H](CO)O1)NCc1ccc(-c2ccccc2)cc1 | -1.8
C[C@@H](NC(=O)[C@H]1[C@H](CO)[C@H]2Cn3c(ccc(-c4ccccc4)c3=O)[C@@H]1N2C)c1ccccc1 | 0.9
Cc1noc(C)c1S(=O)(=O)N(C)C[C@H]1Oc2ccc(NC(=O)CCCN(C)C)cc2CC(=O)N([C@H](C)CO)C[C@@H]1C | 0.3
O=C(C[C@H]1CC[C@H]2[C@@H](COC[C@H](O)CN2C(=O)c2ccccc2F)O1)NCc1ccc(-c2ccccc2)cc1 | -2.3
O=C([C@@H]1[C@@H](CO)[C@@H]2Cn3c(ccc(C4=CCCCC4)c3=O)[C@H]1N2)N1CCC(Cc2ccccc2)CC1 | 0.3
C[C@@H]1CCCCO[C@@H](CN(C)Cc2ccccc2)[C@H](C)CN([C@@H](C)CO)C(=O)c2cc(NS(=O)(=O)c3cn(C)cn3)ccc2O1 | 0.3
O=C(N[C@@H]1C=C[C@@H](CC(=O)N2CCCCC2)O[C@@H]1CO)c1ccccn1 | -1.8
N#C[C@H]1[C@H](c2ccccc2)[C@@H](CO)N1C(=O)c1cc(Cl)cc(Cl)c1 | 0.2
C[C@@H]1CN([C@H](C)CO)C(=O)c2cc(NS(=O)(=O)c3ccc(F)cc3)ccc2O[C@@H](C)CCCCO[C@@H]1CN(C)C(=O)c1ccncc1 | 0.2
O=C(C1CC1)N1CCCCN2[C@H](CO)[C@H](c3ccc(C#CC4CC4)cc3)[C@H]2C1 | 0.3
CC(C)NC(=O)N[C@@H]1CC[C@H](CCNC(=O)C2CC2)O[C@@H]1CO | 0.9
CN1C(=O)c2cc(NC(=O)c3ccc(F)cc3)ccc2OC[C@@H]2O[C@H](CC(=O)O)CC[C@H]21 | 1.3
C[C@@H](NC(=O)C[C@H]1CC[C@H]2[C@@H](COC[C@@H](O)CN2C(=O)Nc2cccc(F)c2)O1)c1ccccc1 | 0.8
C[C@@H]1CCCCO[C@@H](CN(C)C(=O)Nc2ccccc2)[C@H](C)CN([C@H](C)CO)C(=O)c2cc(NC(=O)c3ccccc3)ccc2O1 | 0.0
O=C(CN1CCOCC1)N1CC[C@H]2[C@H](CO)Nc3ccc(-c4ccccc4)cc3[C@H]21 | 4.9
CN(C)CC(=O)N1[C@@H](C#N)[C@@H](c2ccc(-c3cccc(C(=O)N(C)C)c3)cc2)[C@@H]1CO | 0.3
N#C[C@@H]1[C@@H](c2ccccc2-c2ccc(F)cc2)[C@H](CO)N1C(=O)NC1CCCC1 | 0.2
C#CCNC(=O)C1=C[C@H](C2CC2)[C@@H](CCCO)[C@H](OCC)O1 | -0.3

# Reprinted from above (three entries):
canonical_smiles | TcdB inh
CN(C)CC(=O)N1[C@@H](C#N)[C@@H](c2ccc(-c3cccc(C(=O)N(C)C)c3)cc2)[C@@H]1CO | 0.3
N#C[C@@H]1[C@@H](c2ccccc2-c2ccc(F)cc2)[C@H](CO)N1C(=O)NC1CCCC1 | 0.2
C#CCNC(=O)C1=C[C@H](C2CC2)[C@@H](CCCO)[C@H](OCC)O1 | -0.3

# (next part)
canonical_smiles | TcdB inh
O=C(c1ccncc1)N1C[C@@H]2N[C@H](C1)C2c1ccc(-c2cccnc2)cc1 (stereo partly specified) | -0.5
CCC(=O)Nc1ccc2c(c1)C(=O)N(C)C[C@H](OC)[C@H](C)CN(C(=O)C1CC1)[C@@H](C)CO2 | -0.6
COC(=O)[C@]1(CCS(=O)(=O)c2ccccc2)N=C(c2ccc(OCCCO)cc2)O[C@@H]1c1ccccc1CN=[N+]=[N-] | -0.3
CC(C)NC(=O)N(C)C[C@H]1Oc2c(NS(=O)(=O)c3ccc(F)cc3)cccc2C(=O)N([C@H](C)CO)C[C@H]1C | 0.0
C[C@H]1CN([C@@H](C)CO)S(=O)(=O)c2ccc(C3=CCCCC3)cc2O[C@H]1CN(C)C(=O)c1ccccc1 | 0.3
COc1ccc(NC(=O)Nc2ccc3c(c2)C(=O)N([C@H](C)CO)C[C@@H](C)[C@@H](CN(C)CC2CCCCC2)OCCCC[C@H](C)O3)cc1 | -1.2
COc1ccccc1NC(=O)N1CCCCN2[C@H](C1)[C@@H](c1ccc(C#CC3CC3)cc1)[C@@H]2CO | -3.0
Cc1noc(C)c1S(=O)(=O)Nc1ccc2c(c1)C(=O)N([C@@H](C)CO)C[C@H](C)[C@@H](CN(C)C(=O)NC(C)C)OCCCC[C@H](C)O2 | 0.2
CNC(=O)C[C@@H]1CC[C@H]2[C@H](COc3ccc(NC(=O)c4ccccc4Cl)cc3C(=O)N2C)O1 | -0.5
C[C@H]1CN([C@@H](C)CO)C(=O)c2cc(-c3cccc(F)c3)cnc2O[C@@H]1CN(C)C(=O)C1CCOCC1 | 0.3
O=C(Cc1ccccn1)N[C@H]1CC[C@H](CCn2cc(-c3ccc(F)cc3)nn2)O[C@@H]1CO | 1.7
C[C@@H]1CCCCO[C@H](CN(C)C(=O)Nc2ccc(C(F)(F)F)cc2)[C@H](C)CN([C@@H](C)CO)C(=O)c2cc(NS(C)(=O)=O)ccc2O1 | 1.4
COc1ccccc1S(=O)(=O)N1CC[C@@H]2[C@H](CO)Nc3ccc(-c4ccc(C#N)cc4)cc3[C@@H]21 | 0.1
CC(=O)N1[C@@H]2c3ccc(C4=CCCC4)c(=O)n3C[C@H]1[C@H](CO)[C@H]2C(=O)NCc1ccccc1 | 0.0
CCCNC(=O)C[C@H]1C[C@H]2c3cc(NS(=O)(=O)c4cccc(OC)c4)ccc3O[C@H]2[C@@H](CO)O1 | 0.4
OC[C@H]1[C@H](c2ccc(-c3ccc(F)cc3)cc2)[C@@H]2CN(Cc3cccnc3)CCCCN12 | -0.2
COc1cccc(NC(=O)N(C)C[C@H]2Oc3ncc(/C=C/c4ccccc4)cc3C(=O)N([C@H](C)CO)C[C@@H]2C)c1 | -14
CN(C)CCCNC(=O)C[C@@H]1CC[C@@H]2[C@@H](COc3ccc(NC(=O)NC4CCCC4)cc3C(=O)N2C)O1 | -0.1
C[C@@H]1CN([C@@H](C)CO)C(=O)c2cc(C#CC3(O)CCCC3)cnc2O[C@H]1CN(C)C(=O)Cc1cccnc1 | 1.1
COc1ccccc1NC(=O)N[C@@H]1CC[C@H](CCNC(=O)Cc2ccccn2)O[C@@H]1CO | 1.3

# Seven compounds picked at random from the list so far, as already listed:
canonical_smiles | TcdB inh
C[C@H]1CN([C@@H](C)CO)C(=O)c2cc(-c3cccc(F)c3)cnc2O[C@@H]1CN(C)C(=O)C1CCOCC1 | 0.3
C[C@@H]1CCCCO[C@H](CN(C)C(=O)Nc2ccc(C(F)(F)F)cc2)[C@H](C)CN([C@@H](C)CO)C(=O)c2cc(NS(C)(=O)=O)ccc2O1 | 1.4
CCC(=O)Nc1ccc2c(c1)C(=O)N(C)C[C@H](OC)[C@H](C)CN(C(=O)C1CC1)[C@@H](C)CO2 | -0.6
COc1ccccc1S(=O)(=O)N1CC[C@@H]2[C@H](CO)Nc3ccc(-c4ccc(C#N)cc4)cc3[C@@H]21 | 0.1
CN(C)CCCNC(=O)C[C@@H]1CC[C@@H]2[C@@H](COc3ccc(NC(=O)NC4CCCC4)cc3C(=O)N2C)O1 | -0.1
C[C@H]1CN([C@@H](C)CO)S(=O)(=O)c2ccc(C3=CCCCC3)cc2O[C@H]1CN(C)C(=O)c1ccccc1 | 0.3
COc1cccc(NC(=O)N(C)C[C@H]2Oc3ncc(/C=C/c4ccccc4)cc3C(=O)N([C@H](C)CO)C[C@@H]2C)c1 | -14

# The list goes on.
canonical_smiles | TcdB inh
CCCC(=O)Nc1ccc2c(c1)C(=O)N(C)C[C@H](OC)[C@H](C)CN(C(=O)CN(C)C)[C@@H](C)CO2 | 0.1
C[C@@H]1CN([C@H](C)CO)C(=O)c2cc(NS(=O)(=O)c3ccc(F)cc3)ccc2O[C@H]1CN(C)CC1CCCCC1 | 0.4
Cc1ccccc1S(=O)(=O)NCC[C@@H]1CC[C@H](NC(=O)C2CCCC2)[C@@H](CO)O1 | 1.5
CN1C(=O)c2cc(NC(=O)Cc3cccs3)ccc2OC[C@H]2O[C@@H](CC(=O)NCCCN3CCOCC3)CC[C@H]21 | 1.1
Cc1ccc(S(=O)(=O)Nc2ccc3c(c2)C(=O)N([C@H](C)CO)C[C@@H](C)[C@@H](CN(C)S(=O)(=O)c2ccccc2)O3)cc1 | -0.3
C[C@H]1CN([C@@H](C)CO)C(=O)CCCn2nncc2CO[C@@H]1CN(C)C(=O)Nc1cccc(Oc2ccccn2)c1 | 0.2
O=C(C[C@@H]1C=C[C@H](NC(=O)c2ccccc2)[C@@H](CO)O1)Nc1ccc(-c2ccccc2)cc1 | -0.7
COc1ccc2c3c(n(C)c2c1)[C@H](CO)N(Cc1ccccc1)CC31CCN(C(=O)Nc2cccc(F)c2)CC1 | -1.1
C[C@H]1CN([C@@H](C)CO)C(=O)c2cc(NC(=O)Nc3ccccc3)ccc2O[C@H]1CN(C)S(C)(=O)=O | -0.5
C[C@@H]1CN([C@H](C)CO)C(=O)CCCn2cc(nn2)CO[C@@H]1CN(C)S(C)(=O)=O | -2.6
CNC[C@H]1Oc2ncc(C#CC3(O)CCCC3)cc2C(=O)N([C@H](C)CO)C[C@H]1C | -0.2
O=S(=O)(N[C@H]1CC[C@H](CCn2cc(C3CC3)nn2)O[C@@H]1CO)c1ccc(F)cc1 | 1.5
CNC[C@H]1Oc2c(NC(=O)c3cc(C)nn3C)cccc2C(=O)N([C@H](C)CO)C[C@@H]1C | 1.3
COc1ccc(S(=O)(=O)Nc2ccc3c(c2)C(=O)N([C@@H](C)CO)C[C@H](C)[C@H](CN(C)C(=O)Nc2cccc4ccccc24)OCCCC[C@@H](C)O3)cc1 | -1.2
COc1ccc(S(=O)(=O)Nc2ccc3c(c2)CC(=O)N([C@@H](C)CO)C[C@H](C)[C@@H](CN(C)S(=O)(=O)c2cn(C)cn2)O3)cc1 | 1.5
CC(C)NC(=O)N1[C@H](CN(C)C(=O)c2ccccc2)[C@@H](c2ccccc2)[C@@H]1CO | 1.5
C[C@@H]1CCCCO[C@H](CN(C)C(=O)C2CCCCC2)[C@H](C)CN([C@@H](C)CO)C(=O)c2cc(NC(=O)NC3CCCCC3)ccc2O1 | -0.7
O=C(N[C@@H]1CC[C@@H](CCNS(=O)(=O)c2cccc(Cl)c2)O[C@@H]1CO)c1ccc(F)cc1 | 2.0
CC(=O)N[C@@H]1CC[C@@H](CC(=O)NCc2ccc(Cl)cc2)O[C@@H]1CO | -2.1
CC(=O)N1[C@@H](CO)[C@@H](c2ccc(-c3ccc(C#N)cc3)cc2)C12CN(C(=O)C1CC1)C2 | 0.2
Cc1ccc(S(=O)(=O)N[C@@H]2C=C[C@H](CC(=O)O)O[C@H]2CO)cc1 | -5.8

# Not all compounds are listed (hit frequency here may not be typical).
